Compound activity as filed in PubChem BioAssay.
dFosB activator: activators of delta FosB homodimer, primary screen, biochemical, fluorescence polarization, TAMRA-CDK5 oligo, single point; purified delta FosB; percent of positive-control signal above neutral wells; activation, % at 25 µM; actives 0.99% (n = 340,000); AID 493131, 2011;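 active = mean activation above about 17%, with every replicate also reaching it, limit read from the data, passing the limit was not always enough; inconclusive = only one of the two conditions met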;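 note: fluorescence polarization rise as delta FosB binds a TAMRA Cdk5 AP-1 oligo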
RTF Ca sens inh: cardiac RTF calcium sensitivity inhibitors, primary screen, biochemical, IANBD-TnC fluorescence, EC70 calcium; actives 0.12% (n = 340,000); IANBD-labeled cardiac RTF, Ca2+ fluorescence; Troponin I, cardiac muscle (Homo sapiens) + Troponin T, cardiac muscle (Homo sapiens) + …; inhibition, % at 7.15 µM;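 active = inhibition above the mean inhibition of all tested compounds plus 3 SD, cut at about 17% in these data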;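 note: assay run at fixed EC70 calcium of 1.6 mM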
Rtt109 HAT inh: inhibitors of C. albicans Rtt109/Vps75 HAT, primary screen, biochemical, ThioGlo CoA-SH fluorescence, plate reader | purified Rtt109/Vps75, 4 h | inhibition, % at 34.9 µM | actives 0.16% (n = 330,000);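 active = inhibition of at least 50% in every replicate; inconclusive = best replicate reaches 50% inhibition but some replicates fall short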
CDK5 p35 inh: inhibitors of human CDK5/p35 kinase, primary screen, biochemical, single concentration; Cyclin-dependent kinase 5 (Homo sapiens) + Cyclin-dependent kinase 5 activator 1 (Homo …; Recombinant CDK5/p35, ADP-Glo luminescence, 60 min; inhibition, % at 10 µM; actives 0.01% (n = 330,000);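 active = highest replicate inhibition of at least 50% and at least 75% of replicates reaching 50%; inconclusive = only one of the two criteria met; inactive = both criteria failed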;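 note: plate controls were DMSO neutral control for no effect and GW8510 at 10 µM for full effect; many of its hits are not listed in these tables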
SUMO Mot1 rescue: yeast Mot1-301 growth rescue at high temperature, primary screen, SUMOylation pathway inhibitor project, S. cerevisiae, ATP luminescence, 38.5C | S. cerevisiae Mot1-301 growth rescue; percent above DMSO median, 100 means doubled | growth rescue, % at 18.8 µM | actives 1% (n = 320,000);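 active = every valid replicate shows activation above 250% relative to neutral control wells; inactive = the rest, any valid replicate at or below 250%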;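 note: OY570 slx delta 5 strain wells were the positive control but not used for scaling; some compounds called inactive have numbers as strong as hits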
PfHsp90 set2: growth inhibition of PfHsp90-expressing yeast, primary screen, antimalarial PfHsp90 inhibitor project, S. cerevisiae, BacTiter-Glo luminescence, single point, set 2 | BacTiter-Glo ATP, 48 h; yeast lacking PDR1 and PDR3 efflux regulators | inhibition, % at 9.4 µM | actives 0.32% (n = 310,000) | AID 504621, 2011;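 active = every replicate shows inhibition above about 80%, whatever the replicate mean, limit read from the data; inconclusive = mean inhibition reaches the set limit but some replicate falls short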;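 note: 0% = DMSO neutral controls and 100% = 20 µM radicicol positive controls; yeast relying on Plasmodium falciparum Hsp90 in place of its own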
PvdQ acylase: P. aeruginosa PvdQ acylase inhibitors, primary screen, biochemical, fluorescence, plate reader and imaging, single point. inhibition, % at 10 µM. actives 0.063% (n = 340,000). purified PvdQ acylase. PvdQ acylase [Pseudomonas aeruginosa LESB58]; in the data active = inhibition above about 30%, passing the limit was not always enough; inconclusive = no clear call, values can overlap the other calls;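 note: 0% = vehicle neutral wells and 100% = reference inhibitor wells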
cardiac RTF act: cardiac RTF calcium sensitivity activators, primary screen, biochemical, IANBD-TnC fluorescence, EC20 calcium; activation, % at 7.2 µM; actives 0.24% (n = 340,000); Troponin I, cardiac muscle (Homo sapiens) + Troponin T, cardiac muscle (Homo sapiens) + …; IANBD-labeled TnC RTF fluorescence at EC20 calcium; 0% EC20 calcium, 100% full calcium;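 active = activation above the mean over all tested compounds plus 3 SD, cut at about 30% in these data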;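 note: rise in fluorescence read as greater calcium sensitivity of cardiac thin filaments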
NSD2 inh: NSD2 histone methyltransferase inhibitors, primary screen, biochemical, AlphaScreen, single concentration, set 2; inhibition, % at 12.5 µM; actives 0.54% (n = 310,000); NSD2 peptide methylation, 120 min; in the data active = inhibition above about 50%
Target sequence (O96028 whole entry, looked up): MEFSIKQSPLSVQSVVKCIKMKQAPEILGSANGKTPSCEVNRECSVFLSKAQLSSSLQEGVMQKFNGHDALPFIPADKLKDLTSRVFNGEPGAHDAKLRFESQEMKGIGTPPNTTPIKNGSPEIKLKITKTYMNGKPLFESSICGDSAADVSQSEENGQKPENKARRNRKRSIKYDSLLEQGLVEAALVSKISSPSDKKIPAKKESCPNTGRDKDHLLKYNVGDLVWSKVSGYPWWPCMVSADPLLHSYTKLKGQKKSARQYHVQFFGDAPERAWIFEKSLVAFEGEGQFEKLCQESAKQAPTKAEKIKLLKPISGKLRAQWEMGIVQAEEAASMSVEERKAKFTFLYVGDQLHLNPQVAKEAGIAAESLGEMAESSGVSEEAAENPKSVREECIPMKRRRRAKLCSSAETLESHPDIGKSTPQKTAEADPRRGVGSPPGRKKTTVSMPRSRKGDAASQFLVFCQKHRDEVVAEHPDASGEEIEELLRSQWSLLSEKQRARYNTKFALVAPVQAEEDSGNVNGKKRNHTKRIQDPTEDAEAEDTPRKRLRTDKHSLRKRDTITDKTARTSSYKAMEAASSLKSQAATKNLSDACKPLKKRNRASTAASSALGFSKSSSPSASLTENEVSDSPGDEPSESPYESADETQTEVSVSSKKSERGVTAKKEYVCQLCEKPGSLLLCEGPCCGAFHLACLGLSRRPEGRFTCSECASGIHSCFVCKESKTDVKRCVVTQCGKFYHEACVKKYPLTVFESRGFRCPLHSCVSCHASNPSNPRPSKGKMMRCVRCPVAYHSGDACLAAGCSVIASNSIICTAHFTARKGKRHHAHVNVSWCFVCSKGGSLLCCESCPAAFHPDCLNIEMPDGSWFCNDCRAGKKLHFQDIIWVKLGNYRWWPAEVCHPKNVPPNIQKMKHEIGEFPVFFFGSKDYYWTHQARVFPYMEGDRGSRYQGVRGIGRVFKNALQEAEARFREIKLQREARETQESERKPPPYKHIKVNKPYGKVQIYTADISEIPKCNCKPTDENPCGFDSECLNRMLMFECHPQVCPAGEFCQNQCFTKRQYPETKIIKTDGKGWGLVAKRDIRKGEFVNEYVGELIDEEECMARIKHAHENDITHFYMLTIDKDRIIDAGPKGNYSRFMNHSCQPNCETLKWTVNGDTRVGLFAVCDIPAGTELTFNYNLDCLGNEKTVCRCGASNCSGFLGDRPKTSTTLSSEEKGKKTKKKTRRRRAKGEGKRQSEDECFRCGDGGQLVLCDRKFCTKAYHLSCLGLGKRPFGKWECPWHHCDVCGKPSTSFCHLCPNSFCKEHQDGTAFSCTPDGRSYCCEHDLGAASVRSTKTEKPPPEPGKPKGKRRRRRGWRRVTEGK
Keap1-Nrf2 PPI: Keap1-Nrf2 protein-protein interaction inhibitors, primary screen, biochemical, fluorescence polarization, single point; Kelch-like ECH-associated protein 1 (Homo sapiens), Q14145; Keap1 Kelch-Nrf2 peptide fluorescence polarization, 1536-well; inhibition, % at 9.4 µM; actives 0.15% (n = 340,000); AID 504523, 2011; in the data active = inhibition above about 12%; inconclusive = no clear call, values can overlap the other calls; inactive = below about 7.3%;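 note: human Keap1 Kelch domain with fluorescein labeled Nrf2 9mer peptide probe; 0% = neutral control wells and 100% = peptide positive control; higher means more block of Keap1 binding to Nrf2 peptide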
LANA DNA inh: inhibitors of KSHV C-LANA binding to DNA, primary screen, biochemical, fluorescence polarization, FAM-LBS DNA, MBP-C-LANA, single point; Kaposi's sarcoma herpesvirus LANA C-terminal domain (residues 932-1162) DNA binding; inhibition, % at 9 µM; actives 0.078% (n = 340,000);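 active = highest replicate inhibition at or above 60% at 9 µM, even if other replicates fall short; inactive = all replicates below 60% inhibition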;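 note: 0% = neutral control wells and 100% = 4 µM acridine orange control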
Starred values were filed as active, the others as inactive; ? = inconclusive; / = not tested or not shown.

SMILES | dFosB activator | RTF Ca sens inh | Rtt109 HAT inh | CDK5 p35 inh | SUMO Mot1 rescue | PfHsp90 set2 | PvdQ acylase | cardiac RTF act | NSD2 inh | Keap1-Nrf2 PPI | LANA DNA inh
COc1cc(C(=O)Oc2ccccc2OC(=O)c2cc(OC)c(OC)c(OC)c2)cc(OC)c1OC | -16 | -13 | 1 | 1.6 | / | -9 | -4 | 2 | / | -3 | 2.9
Cc1ccc(NC(=O)COC(=O)COc2cccc3c2OC(C)(C)C3)c(C)c1 | -8 | -5 | -2 | 1.8 | 0 | 1 | -12 | -11 | 1 | -5 | 0.1
Cc1ccc2[nH]c(CCN(C)C)c(CC#N)c2c1 | 4 | -2 | 6 | -2.2 | 7 | / | 9 | -7 | 20 | -4 | 1.2
COC(=O)C1=C(C)OC(N)=C(C#N)C1c1cc(C)sc1C (stereo not given) | -6 | -11 | 4 | -1.6 | -5 | -1 | -8 | 5 | 0 | -4 | 1.4
OCC[C@H]1C[C@H](O)[C@@H](O)[C@@]2(CCCCO2)O1 | 3 | -1 | -15 | -0.2 | -10 | 19 | 1 | 3 | / | -1 | 1.4
COc1ccccc1S(=O)(=O)Cc1ccc(C(=O)NC(C)c2ccc3c(c2)OCCO3)o1 (stereo not given) | 2 | -4 | 1 | -0.8 | -14 | -12 | 7 | -2 | 0 | -4 | -3.2
C=CCNc1nc2ccccc2nc1NS(=O)(=O)c1cccs1 | 3 | 1 | 6 | -1.9 | / | 11 | 5 | -1 | -1 | -2 | 2.2
CC1=C(C(=O)O)N2C(=O)C(NC(=O)c3ccccc3Cl)C2SC1 (stereo not given) | 4 | -4 | -1 | -0.3 | 0 | -7 | -6 | -3 | 10 | -7 | -1.0
CCOC(=O)N1CCN(c2cc(=O)n(-c3ccc(OC)cc3)c(=O)[nH]2)CC1 | -4 | -10 | 1 | 0.9 | -6 | 24 | -10 | 2 | -1 | 0 | 0.1
N#Cc1ccccc1NC(=O)COC(=O)c1ccc(F)cc1F | 1 | 1 | -2 | 0.4 | 11 | 20 | -6 | 0 | -3 | -1 | -1.0
O=C(CSc1nnc(CNC(=O)c2ccccc2)o1)NCc1ccc(F)cc1 | 0 | 4 | -2 | -0.7 | -22 | 3 | -6 | -4 | 0 | 4 | -1.0
CCOc1ccccc1Oc1coc2cc(OC)ccc2c1=O | -2 | -5 | -10 | -1.0 | -10 | -10 | -7 | 0 | 0 | -4 | 0.5
CCOc1ccc(N2C(=O)CC(SC(=NC)Nc3ccc4c(c3)OCO4)C2=O)cc1 (stereo not given) | -10 | -2 | 2 | -1.1 | 3 | -7 | -16 | -1 | -3 | 0 | -0.4
Cc1cccc(OCCC(=O)NCC(=O)Nc2cccc(C)c2C)c1 | 0 | -16 | -2 | -1.8 | 12 | -20 | -17 | 3 | 7 | 1 | 0.9
Cc1nc2ccsc2c(=O)n1-c1ccc(Cl)cc1 | 2 | 0 | -11 | 0.4 | -16 | -22 | -17 | 3 | 15 | 1 | -0.1
CCCC(=O)Nc1ccc(Cl)c(NC(=O)C(C)(C)C)c1 | 6 | -2 | -8 | -1.4 | 2 | 20 | 2 | 1 | -2 | -1 | 3.3
Cc1coc2c1c(C)cc1oc(=O)c(CC(=O)NCC(=O)O)c(C)c12 | -3 | -2 | 6 | 0.9 | 18 | 9 | -4 | 1 | -3 | 3 | -1.1
Cc1ccccc1N(C(=O)c1csnn1)C(C(=O)NC1CCCCC1)c1ccncc1 (stereo not given) | -11 | 7 | 14 | 0.5 | 151 | 6 | 11 | -8 | 0 | -5 | 0.3
Cc1ccc(N/N=C(\C#N)C(N)=S)cc1C | 2 | -3 | 6 | 0.7 | -18 | -22 | -1 | -6 | 21 | 3 | -0.5
COc1ccccc1Nc1nc(N)nc(CSc2ncccn2)n1 | -1 | 4 | 2 | -0.1 | -3 | 34 | -14 | -1 | -5 | -5 | -1.8
CCn1c(CC(=O)Nc2ccccc2F)nnc1SCC(=O)Nc1nnc(C)s1 | -5 | -2 | 5 | 0.7 | -20 | -13 | -13 | -7 | 2 | 1 | 0.0
COc1ccc(NC(=O)COC(=O)c2ncc(Cl)c(Cl)c2Cl)c(OC)c1 | 7 | -1 | 5 | -0.1 | 225 | -2 | -16 | -1 | -1 | 2 | -0.3
CCCCN(C(=O)c1cccs1)C1CCS(=O)(=O)C1 (stereo not given) | 3 | 3 | -2 | 1.1 | -3 | / | -13 | -2 | 0 | -5 | 0.3
Cc1cc(OCC(=O)NCc2ccccn2)c2c(C)cc(=O)oc2c1 | -13 | -3 | -1 | 1.6 | -9 | -14 | -8 | -5 | -10 | 1 | 0.6
CNNC(=S)NCCC1=CCCCC1 | 1 | 3 | 1 | 0.3 | 0 | -23 | -11 | 2 | 0 | -8 | -0.3
(next part)
SMILES | dFosB activator | RTF Ca sens inh | Rtt109 HAT inh | CDK5 p35 inh | SUMO Mot1 rescue | PfHsp90 set2 | PvdQ acylase | cardiac RTF act | NSD2 inh | Keap1-Nrf2 PPI | LANA DNA inh
CCOC(=O)C1(CCOC)CCN(C2C3CC4CC(C3)CC2C4)CC1 (stereo not given) | -4 | -9 | -12 | -1.6 | 360 | 19 | -5 | 2 | 0 | -2 | 0.2
CC(=O)Nc1ccc(SCC(=O)c2c(N)n(Cc3ccccc3)c(=O)n(C)c2=O)cc1 | 17* | 1 | 6 | -0.3 | 416 | -18 | 3 | -1 | -1 | 0 | -0.8
CC1(C)N=c2ccc([N+](=O)[O-])c(N)c2=[N+]1[O-] | 0 | 4 | / | 2.5 | -2 | 12 | 4 | -1 | 8 | 1 | 2.6
Cc1nc2nc(C)c(NS(=O)(=O)c3cccs3)c(=O)n2[nH]1 | 3 | 1 | -4 | 0.9 | 81 | 9 | -10 | -4 | 0 | -10 | 0.1
Cc1ccc(Sc2c(C)nn(C(=O)CNS(=O)(=O)c3ccc(F)cc3)c2C)cc1 | -10 | -14 | 6 | 0.0 | 3 | -3 | -15 | 2 | -3 | -1 | -0.2
O=S(=O)(NCC(c1ccccc1)N1CCNCC1)c1ccc(Cl)cc1 (stereo not given) | ? | -3 | -28 | 2.2 | -27 | 12 | -12 | 1 | 2 | -3 | 1.1
CC(C)NC(=S)NNC(=O)C12CC3CC(CC(C3)C1)C2 | -5 | -12 | -1 | -2.6 | -13 | / | -11 | 1 | 0 | 3 | 0.2
Cc1cc(C)n(-c2nc3ccccc3c(=O)n2OCc2ccc(F)cc2)n1 | -5 | -5 | 1 | 1.1 | 10 | 9 | -2 | -2 | / | 0 | 2.5
COc1ccc(F)cc1S(=O)(=O)N1CCC2(CC1)OCCN2S(=O)(=O)c1cccs1 | 5 | -6 | 15 | 1.7 | -1 | / | -11 | 2 | -1 | -2 | 0.6
O=C(c1cc2ncccn2n1)N1CCc2c([nH]c3ccccc23)C1c1ccccc1F (stereo not given) | -7 | 0 | 16 | -1.3 | 410 | 3 | -9 | 3 | 1 | -5 | -0.7
COc1cc(O)cc(/C=C/c2ccccc2)c1 | 1 | 6 | 4 | 2.4 | / | / | 13 | -4 | 9 | 9 | 0.8
CC(=O)c1c(C)[nH]c(C(=O)OCC(=O)N(CC(C)C)C2CCS(=O)(=O)C2)c1C (stereo not given) | -6 | 2 | 3 | 0.6 | / | 8 | -8 | 4 | -1 | -4 | -0.1
CN(C)C(=O)c1ccc(NC(=O)c2ccc(-c3ccc(Cl)cc3)o2)cc1 | -24 | 0 | 0 | -1.2 | 241 | -24 | -9 | 3 | -2 | 3 | 1.9
COc1ccc(C2=CC(=O)CC(C)(C)C2)cc1 | -1 | 11 | -6 | 0.6 | -22 | 11 | -5 | -2 | / | 0 | 1.1
COc1ccccc1-c1nc(-c2ccccc2)[nH]c(=O)c1C#N | 2 | -8 | / | -0.7 | 7 | 10 | -1 | -7 | -1 | 0 | -0.5
CCC/C(=N\NC(=O)CNC(=O)c1ccc(Cl)cc1)c1ccccc1 | -12 | 4 | 6 | -1.7 | -5 | 8 | 0 | 1 | 1 | 3 | -0.4
OCCN1CCN(C(=S)c2ccc(Br)cc2)CC1 | 1 | -4 | -4 | 2.0 | -14 | -7 | -4 | -7 | 1 | -1 | 0.6

dFosB activator, entries above that show a hit
canonical_smiles,dFosB activator,RTF Ca sens inh,Rtt109 HAT inh,CDK5 p35 inh,SUMO Mot1 rescue,PvdQ acylase,cardiac RTF act,NSD2 inh,Keap1-Nrf2 PPI,LANA DNA inh
CC(=O)Nc1ccc(SCC(=O)c2c(N)n(Cc3ccccc3)c(=O)n(C)c2=O)cc1,17*,1,6,-0.3,416,3,-1,-1,0,-0.8

One compound at a time, from the list above. Order of values: dFosB activator, RTF Ca sens inh, Rtt109 HAT inh, CDK5 p35 inh, SUMO Mot1 rescue, PfHsp90 set2, PvdQ acylase, cardiac RTF act, NSD2 inh, Keap1-Nrf2 PPI, LANA DNA inh
`CCCCN(C(=O)c1cccs1)C1CCS(=O)(=O)C1` (stereo not given) reads 3, 3, -2, 1.1, -3, /, -13, -2, 0, -5, 0.3
`CCCC(=O)Nc1ccc(Cl)c(NC(=O)C(C)(C)C)c1` reads 6, -2, -8, -1.4, 2, 20, 2, 1, -2, -1, 3.3
`CCOc1ccccc1Oc1coc2cc(OC)ccc2c1=O` reads -2, -5, -10, -1.0, -10, -10, -7, 0, 0, -4, 0.5
`Cc1ccc(N/N=C(\C#N)C(N)=S)cc1C` reads 2, -3, 6, 0.7, -18, -22, -1, -6, 21, 3, -0.5
